MITF primary: human MITF inhibition, primary screen; O75030; AlphaScreen MITF homodimerization, bead proximity signal; inhibition, % at 2.6 µM; 650,000 tested, 0.91% active; AID 1259374; in the data active = inhibition above about 50%;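 note: 0% = vehicle wells with protein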
Target sequence (O75030 whole entry, looked up): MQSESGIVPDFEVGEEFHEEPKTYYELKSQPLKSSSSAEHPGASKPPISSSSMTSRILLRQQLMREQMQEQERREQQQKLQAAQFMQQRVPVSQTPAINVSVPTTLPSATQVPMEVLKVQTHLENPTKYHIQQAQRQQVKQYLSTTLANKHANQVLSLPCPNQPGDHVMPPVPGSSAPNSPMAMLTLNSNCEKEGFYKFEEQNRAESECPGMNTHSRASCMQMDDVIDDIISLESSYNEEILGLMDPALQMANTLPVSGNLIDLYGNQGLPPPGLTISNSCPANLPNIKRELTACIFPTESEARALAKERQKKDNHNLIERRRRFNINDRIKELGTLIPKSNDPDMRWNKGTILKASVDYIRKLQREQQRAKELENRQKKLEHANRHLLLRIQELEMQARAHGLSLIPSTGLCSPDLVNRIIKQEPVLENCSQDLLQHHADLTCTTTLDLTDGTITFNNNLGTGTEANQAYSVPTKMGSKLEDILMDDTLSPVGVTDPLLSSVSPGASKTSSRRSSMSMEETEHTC
GPR151 activ: human GPR151 activation | activation, % at 11.2 µM | PathHunter beta-arrestin GPR151 cells, luminescence | 650,000 tested, 1% active | Q8TDV0 | AID 1508602; in the data active = activation above about 4.9%;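 note: 0% = median of compound wells and 100% = cells with positive control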
Target sequence (Q8TDV0 whole entry, looked up): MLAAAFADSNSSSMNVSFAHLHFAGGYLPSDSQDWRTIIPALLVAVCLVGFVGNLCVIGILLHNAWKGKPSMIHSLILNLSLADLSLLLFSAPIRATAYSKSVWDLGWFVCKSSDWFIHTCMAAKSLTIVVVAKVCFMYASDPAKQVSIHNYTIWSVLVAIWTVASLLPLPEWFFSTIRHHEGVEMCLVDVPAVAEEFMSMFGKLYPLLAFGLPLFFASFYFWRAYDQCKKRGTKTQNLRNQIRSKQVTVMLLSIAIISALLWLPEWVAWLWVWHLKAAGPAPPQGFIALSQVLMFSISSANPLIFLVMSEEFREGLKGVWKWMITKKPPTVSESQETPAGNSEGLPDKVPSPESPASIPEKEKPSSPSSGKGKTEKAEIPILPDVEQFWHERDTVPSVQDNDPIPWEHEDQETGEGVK
TEAD-YAP inh: TEAD-YAP interaction inhibition | HEK-TIYL cells, TEAD-Gal4/YAP UAS-luciferase luminescence | inhibition, % at 9.12 µM | 640,000 tested, 1.4% active; in the data active = inhibition above about 32%;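 note: 0% = median of test compound wells and 100% = reference inhibitor wells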
FBW7 activator: human FBW7 E3 ligase activation, primary screen; Q969H0; AlphaScreen FBW7–phospho-cyclin E peptide binding, activator screen; normalized activity (activation), % at 26.1 µM; 650,000 tested, 0.13% active; in the data active = normalized activity above about 1.9%;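 note: purified mutant Fbw7 with reduced substrate affinity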
* hit, by the source's call; / = not tested or not shown. Compounds as they come; 3.4% or so of the library scored in one or more.

SMILES	MITF primary	GPR151 activ	TEAD-YAP inh	FBW7 activator
OCC1CCN(c2nncc(-c3ccc(Cl)cc3)n2)CC1	3.2	-1.7	14.5	-0.2
CC1CC1C(=O)OCC(=O)c1ccc[nH]1 (stereo not given)	2.6	-0.6	-5.9	0.2
COc1ccc(/C=C/C(=O)NCCSc2ccccc2)cc1	0.6	-0.4	-7.6	0.0
Cc1ccccc1CN1CCC2(CC1)CC2C(=O)N1CCN(Cc2cccs2)CC1 (stereo not given)	23.5	-1.0	1.6	0.3
O=C(CSc1ccc(C(F)(F)F)cc1[N+](=O)[O-])OCC(F)(F)C(F)F	15.8	-0.6	18.4	0.4
COc1cccc(/C=C2\C(=O)NC(=O)N(c3cc(C)cc(C)c3)C2=O)c1OC	5.8	-0.5	9.1	0.0
O=c1n(Cn2nnc3ccccc32)nc(C(F)(F)F)c2cccn12	-5.4	0.0	-4.2	-0.3
CC(=O)c1ccc(NC(=O)COC(=O)CCC2CCCCC2)cc1	12.8	-2.6	5.6	0.1
O=C(NC1CC1)c1ccc(-c2cc(Nc3ccc(Oc4ccccc4)cc3)ncn2)cc1	-4.0	2.4	-0.6	0.0
c1ccc(CNc2nc(Nc3cccnc3)nc3c2ncn3-c2ccsc2)cc1	12.1	-0.1	31.6	-0.1
O=C(Nc1ccccc1)C(=O)NC1CCCC1	-4.1	-4.8	-19.3	0.1
CC(C)n1c(N2CCC(N3CCOCC3)CC2)nc2c(NCCO)ncnc21	2.7	0.4	0.9	0.1
CCC(=O)N1CCc2cc(Br)cc(S(=O)(=O)N3CCCC(C(=O)O)C3)c21 (stereo not given)	2.6	-0.4	-5.2	0.0
CC(C)C(=O)NCC(c1ccco1)N1CCN(c2ccc(F)cc2)CC1 (stereo not given)	3.0	-1.1	-0.7	0.0
O=S(=O)(NC1CCCCCC1)c1cccc(S(=O)(=O)c2cccc(S(=O)(=O)NC3CCCCCC3)c2)c1	8.8	1.3	3.6	0.8
Cc1nnnn1/C(=C\c1ccccc1)C(=O)OCC(=O)Nc1ccc(F)cc1[N+](=O)[O-]	-15.2	4.5	24.5	-0.2
Cc1cc(C)cc(C(=O)N(C)[C@H](Cc2ccc(-c3ccccc3)cc2)C(=O)N[C@@H](Cc2c[nH]c3ccccc23)C(=O)O)c1	-9.4	1.5	/	-0.3
S=C(Cc1ccc2c(c1)[nH]c1ccccc12)N1CCOCC1	-2.3	-0.9	3.7	-0.1
C=CCc1cccc2cc(C(=O)N3CCN(Cc4ccccc4)CC3)c(=O)oc12	18.0	-0.7	5.5	0.2
CC1CCCC(NC(=O)CCn2c(=S)[nH]c3ccccc3c2=O)C1C (stereo not given)	-3.1	-2.4	16.6	0.1
COc1cccc(CNC(=O)C2(c3cccs3)CCOCC2)c1	2.1	1.3	3.2	0.0
COc1ccc(OC)c(/C=N/NC(=O)c2cc(-c3c(C)nn(-c4ccccc4)c3C)n[nH]2)c1	15.0	0.1	-0.8	0.0
CCC(Sc1nc2c(sc(=S)n2-c2ccccc2C)c(=O)n1-c1ccccc1)C(=O)NCC1CCCO1 (stereo not given)	13.0	-0.9	10.9	0.0
O=C1NCCN(Cc2cccc(F)c2F)C1CC(=O)N1CCOCC1 (stereo not given)	-0.3	-2.5	-6.0	0.0
Cc1ccc(C(=O)N2CCN(c3nc(-c4ccccc4)cs3)CC2)cc1	3.9	2.8	-4.2	-0.2

Next section; the last three above are carried over.
SMILES	MITF primary	GPR151 activ	TEAD-YAP inh	FBW7 activator
CCC(Sc1nc2c(sc(=S)n2-c2ccccc2C)c(=O)n1-c1ccccc1)C(=O)NCC1CCCO1 (stereo not given)	13.0	-0.9	10.9	0.0
O=C1NCCN(Cc2cccc(F)c2F)C1CC(=O)N1CCOCC1 (stereo not given)	-0.3	-2.5	-6.0	0.0
Cc1ccc(C(=O)N2CCN(c3nc(-c4ccccc4)cs3)CC2)cc1	3.9	2.8	-4.2	-0.2
CC1=C(C(=O)Nc2ccccc2)C(c2ccc(-c3ccccc3)cc2)NC(=S)N1 (stereo not given)	6.8	-1.3	9.5	0.6
O=C(CC1C(=O)NCCN1Cc1ccccc1C(F)(F)F)NC1Cc2ccccc2C1 (stereo not given)	9.1	3.1	2.7	0.1
COc1cc(/C=N/Nc2nc(C)cc(C)n2)ccc1OCc1ccccc1	18.2	-2.4	-1.7	-0.2
COc1ccc(Nc2ncnc3c2c(-c2ccccc2)cn3-c2ccc(F)cc2)cc1	8.0	1.6	-9.5	-0.2
COc1ccc(C2=NN(C(=O)CSc3nnc(CNC(=O)c4ccco4)n3-c3ccccc3OC)C(c3ccc(C)cc3)C2)cc1 (stereo not given)	10.9	-0.5	27.2	0.3
COc1cc(/C=C2\C(=O)Nc3ccc(Br)cc32)cc(Cl)c1O	29.0	-1.1	-7.0	-0.1
COc1cc(/C=C2\C(=O)ON=C2C)cc(Cl)c1OC(C)C	75.4*	-0.2	-3.6	0.0
S=C(NCc1ccccc1)NNc1nc2ccccc2[nH]1	1.8	-0.5	3.1	-0.2
COC(=O)c1c(NC(=O)CSc2nncn2C)sc2c1CCC(C(C)(C)C)C2 (stereo not given)	1.0	-0.2	3.7	0.4
COc1ccc(C2/C(=C(/O)c3ccc(C)cc3)C(=O)C(=O)N2CCN(C)C)cc1 (stereo not given)	34.1	-0.5	-6.0	0.6
COc1ccc(C2/C(=C(/O)c3ccc(C)cc3)C(=O)C(=O)N2C)cc1OC (stereo not given)	12.7	-0.9	-7.5	0.1
CCCCN(C(=S)Nc1ccc(F)cc1)c1c(N)n(CCC)c(=O)[nH]c1=O	-5.9	-0.6	-3.9	-0.1
O=C1CC(N2CCCC2)C(=O)N1c1ccc(Cl)cc1 (stereo not given)	-2.4	0.3	0.8	0.0
COc1cc(OC)c(/C=C2\SC(=S)NC2=O)c(OC)c1	12.7	0.9	4.8	0.0
Cc1nn(CC(=O)NC2(C#N)CCCCC2)c(C)c1[N+](=O)[O-]	6.6	1.5	-7.8	0.1
COc1ccc2nc(NC(=O)c3sc4ncnc(N5CCN(c6ccccc6)CC5)c4c3C)sc2c1	21.9	-0.2	6.4	0.3
CCN(C(=O)Cc1c(C(=O)O)n(CC)c2ccccc12)c1cc(C)ccc1C	2.1	2.1	8.4	0.3
CC(=O)N1N=C(c2ccc(Br)cc2)CC1c1ccc(Br)cc1 (stereo not given)	6.9	0.6	-30.1	-0.1
CCOc1ccc(NC(=O)C(C)N(c2ccccc2)S(C)(=O)=O)cc1 (stereo not given)	-0.4	-0.1	-3.7	-0.1
Cc1nc(-c2cccc(NS(=O)(=O)c3ccc(F)cc3)c2)cs1	-16.3	-0.6	-8.8	-0.1
CCc1ccc(CN2CCC3(CCC(CNC(=O)C(C)C)O3)CC2)cc1 (stereo not given)	-4.0	0.5	-5.5	0.0
O=C1CCC(CCNCc2cccc(C(F)(F)F)c2)N1Cc1ccccc1 (stereo not given)	12.1	-0.7	7.3	-0.1
CN(C)C(CNc1ccc(S(C)(=O)=O)cc1[N+](=O)[O-])c1ccccc1 (stereo not given)	-2.8	3.3	-1.6	-0.2
COc1cc(Nc2nc(Nc3ccc(-n4ccnc4)cc3)ncc2C)cc(OC)c1OC	6.8	0.6	19.9	-0.1
COC(=O)CNC(=O)c1ccc(Cl)c([N+](=O)[O-])c1	6.2	-1.4	-0.1	-0.1
SMILES	MITF primary	GPR151 activ	TEAD-YAP inh	FBW7 activator
O=C(CSc1ccc2nnc(-c3ccccc3)n2n1)N1CCc2ccccc21	-1.0	0.0	-8.5	0.0
Cc1cccc(C)c1NC(=O)CC(NCc1ccco1)C(=O)O (stereo not given)	11.5	0.3	-17.7	0.6
CCOC(=O)c1ccccc1NC(=O)Nc1nnc(N2CCCC2)s1	0.7	-1.3	-0.7	0.0
O=C(NCCCN1CCCC1=O)c1ccc2nc(Nc3ccc(N4CCOCC4)cc3)sc2c1	-4.5	-0.9	-4.8	-0.1
COc1ccc(C(=O)C2CCCN(S(=O)(=O)c3cc(C)sc3C)C2)cc1OC (stereo not given)	18.5	-0.3	-7.5	0.2
COC(=O)C1=C(C)N(c2cc(C)cc(C)c2)/C(=C/c2ccc(O)cc2)C1=O	-5.5	2.8	-8.0	-0.2
N#Cc1cc(Br)ccc1N=C1CCCN1c1cccc(Cl)c1	-7.4	-1.9	-1.8	0.7
CCCSc1nc2ccccc2n1C(C)=O	15.7	-1.9	-11.2	0.3
O=C1NC2=C(COc3ccccc32)C(c2ccc(F)cc2)N1 (stereo not given)	18.3	0.0	10.4	0.1
CN(C)C=C1C(=O)c2ccccc2C1=O	4.3	1.4	-9.6	-0.3
O=C(Nc1ccc2[nH]ncc2c1)[C@@H]1CCN(C(=O)[C@H](O)COc2ccc(Br)cc2)C1	32.5	-0.8	7.3	0.8
C/C(=N/NC(=O)Cc1cc(=O)[nH][nH]1)c1ccc(Cl)cc1	9.2	0.3	6.0	0.1
COCCNC(=O)c1cc2nc(-c3ccccc3)cc(-c3ccccc3)n2n1	-11.6	-0.5	20.4	0.0
CC(C)n1c(Nc2ccnn2C)nc2c(NCCCN3CCCC3=O)ncnc21	-6.4	0.7	-1.4	-0.3
Cc1ccccc1C(=O)NNC(=O)c1ccc(C(C)(C)C)cc1	-9.4	1.0	-52.9	0.0
O=C(CCN1CCCCCC1)Nc1cccc(F)c1	0.6	-1.4	0.7	0.0
O=C(O)c1ccc2c(c1)N(Cc1ccccc1F)C(=O)c1ccccc1S2=O (stereo not given)	-0.2	0.1	-2.0	-0.2
Cc1cc(C)nc(NS(=O)(=O)c2ccc(N/C=C/C(=O)c3ccc(Cl)cc3)cc2)n1	12.5	0.5	-33.8	0.1
COc1ccc(C2CC(=O)C3=C(C2)Nc2ccccc2N(C(C)=O)C3c2cccnc2)cc1 (stereo not given)	0.2	-0.5	0.9	-0.2
O=C(Nc1ccc(F)c(F)c1F)c1ccccn1	1.6	-3.2	-23.4	-0.1
N#C/C(=C(/O)c1cc(Cl)sc1Cl)c1nc2ccccc2[nH]1	-1.9	1.3	-30.1	0.0
O=C(c1cccc(OC2CCN(Cc3ccccn3)CC2)c1)N1CCOCC1	-4.5	0.8	3.6	0.0
O=C1/C(=C/c2ccc([N+](=O)[O-])cc2)C=C(c2ccccc2)N1c1ccc2ccccc2c1	6.0	1.0	0.2	0.0
COc1ccccc1CNC(=O)C(C)NS(=O)(=O)c1ccccc1 (stereo not given)	14.4	-2.4	2.3	0.1
COc1cccc(CNC(=O)CCc2nnc3n(CCC(C)C)c(=O)c4ccccc4n23)c1	4.1	0.1	6.2	0.0
SMILES	MITF primary	GPR151 activ	TEAD-YAP inh	FBW7 activator
CCNc1nc2ccc(C(=O)NCc3cccc(C(F)(F)F)c3)cc2s1	4.1	0.1	-13.0	0.1
CCOC(=O)CN1CCc2ccccc2C1	15.1	0.1	7.4	-0.2
CC(=O)Nc1ccc(S(=O)(=O)NCCCCCC(=O)O)cc1	18.0	-0.3	-0.3	0.1
COc1cccc(CN2CCN(Cc3cnn(C)c3C)[C@@H](C)C2)c1	-6.2	-0.5	11.0	-0.1
c1ccc(-c2nc(NCCCn3ccnc3)cc(-c3cccnc3)n2)cc1	54.3*	-0.2	11.2	-0.6
COC(=O)C1=C(C)N(Cc2cccnc2)C(=O)/C1=C\c1cc(C)n(-c2ccc(F)cc2)c1C	16.4	4.7	-0.6	-0.1
CCOc1ccc(/C=C2/SC(N3CC(C)OC(C)C3)=NC2=O)cc1OCC (stereo not given)	-5.9	-1.4	8.4	-0.2
CCCc1cc(C(=O)Nc2ccc(C#N)cc2)no1	-5.8	0.2	-12.0	0.1
CCN(CC)C(=O)N1CCc2ccccc2C1CN1C(=O)c2ccccc2C1=O (stereo not given)	-3.9	0.2	-4.2	-0.1
O=C1N=C(N2CCOCC2)S/C1=C/c1ccc(-c2nc3ccccc3s2)o1	-8.0	-0.3	-0.7	0.0
O=C(Cn1ncc2c(=O)oc3ccccc3c21)NCc1ccc(F)cc1	9.8	0.1	7.7	0.0
C#CCOc1ccc2c(c1)c(C(C)=O)c(C)n2-c1ccc(Cl)cc1	19.5	1.7	-13.5	1.1
CCOC(=O)C1=C(C)NC(=O)NC1c1ccccc1 (stereo not given)	10.0	1.0	-15.7	0.2
COc1ccc(NC(=O)c2c(C)nc3cc(C)ccn23)cc1OC	-6.7	-0.9	8.9	0.0
O=C(Nc1cccnc1)c1cc2c(=O)[nH]c3ccccc3c2s1	16.6	-0.1	-4.3	0.1
CCN(CC)C(=O)c1ccccc1NS(C)(=O)=O	-1.8	-2.5	-5.3	0.1
Fc1ccc(C2CC(c3ccc(Br)cc3)=NN2c2ccccc2)cc1 (stereo not given)	-60.9	0.7	1.1	0.1
COc1cccc(NC(=O)N2CCC(CN3CCCCC3)CC2)c1	2.5	-1.4	2.3	0.0
CCOC(=O)c1cnc2ccc(OCC)cc2c1N1CCN(c2ccccc2)CC1	5.8	0.8	-0.2	-0.1
Cc1cc(Br)cc(Cl)c1OC(=O)c1cnccn1	-7.0	0.2	-2.1	-0.3
O=c1/c(=C/c2ccc(O)cc2)sc2nc3ccccc3n12	4.9	-0.7	6.2	-0.1
Cc1ccc(Cl)c2c1NC(=O)C2(O)c1c(C)[nH]c2ccccc12 (stereo not given)	-2.7	0.0	7.3	0.3

Record cards, from the list above. Order of values: MITF primary	GPR151 activ	TEAD-YAP inh	FBW7 activator
`C#CCOc1ccc2c(c1)c(C(C)=O)c(C)n2-c1ccc(Cl)cc1` in the list: 19.5	1.7	-13.5	1.1
`O=C(Cn1ncc2c(=O)oc3ccccc3c21)NCc1ccc(F)cc1` in the list: 9.8	0.1	7.7	0.0
`O=c1/c(=C/c2ccc(O)cc2)sc2nc3ccccc3n12` in the list: 4.9	-0.7	6.2	-0.1
`Cc1cc(Br)cc(Cl)c1OC(=O)c1cnccn1` in the list: -7.0	0.2	-2.1	-0.3

Screens (PubChem)
